PMI inhibition – human PMI inhibitors, high substrate, primary screen, biochemical, fluorescence intensity, high mannose 6-phosphate (AID 1220) | recombinant PMI enzyme, coupled fluorescence intensity; higher % means a stronger effect | inhibition, % at 20 µM; hits with a dose series show IC50 in µM | hit rate 0.66% among 190,000
MT stabilizer – microtubule stabilizers in HeLa cells; HeLa tubulin immunostaining HCS, 24 h; share of cells brighter than vehicle mean+2SD; % tubulin-high responders, % at 10 µM; hit rate 0.83% among 200,000; AID 2205;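 active = plate Z-score above 3 for both tubulin-high and condensed-nucleus cell shares, with cell loss under 80%, at 10 µM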;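 note: anti alpha tubulin signal scored within the nucleus-defined area of each cell; some results filed as inactive read as strong as hits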
TNAP activators – human TNAP enzyme activators, primary screen, biochemical, luminescent, no phosphate acceptor, uHTS (AID 1001); purified TNAP, luminescent activation assay, no phosphate acceptor; higher activation fold means a stronger effect; one-dose activation fold at 20 µM; EC50 in µM for titrated hits; hit rate 0.03% among 200,000; in the data active = activation fold from about 3, or a potency from the dose series; inactive = the rest, 99 in 100 with activation fold below about 1.6; note: many of its hits are not listed in these tables
T cell modulator – modulates CD8 T cell binding to vesicles; 2C CD8+ T cell-vesicle binding, flow cytometry; stronger effect = lower value; calls only at 7 µM; hit rate 0.068% among 330,000; AID 2052;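 active = response, share of CD8 T cells binding vesicles, and their 90th percentile fluorescence all below set limits, cut at about 80% in these data, passing the limit was not always enough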
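Assay system: 2C TCR transgenic mouse naive CD8+ T cells, MACS-purified | Read-out: CD8+ gate FL2 mean fluorescence as % of same-row positive control | Signal: High-throughput flow cytometry with anti-B7-1 and anti-CD8 staining | Timing: Binding step 1.5 h, 37 °C, antibody labelling 20 min, ice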
PMI inhibitors – inhibitors of human PMI, primary screen, biochemical, fluorescence intensity, coupled assay (AID 1209). purified PMI enzyme, coupled fluorescence intensity; higher % means a stronger effect. one-dose inhibition, % at 20 µM; IC50 in µM for titrated hits. hit rate 0.42% among 190,000;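 note: plate controls were DMSO vehicle for no effect and wells lacking substrate for full effect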
Autophagy HCS – alters autophagy in cells | MEF GFP-LC3 puncta imaging; test concentration mostly 10 µM | calls only at 10 µM (by protocol) | hit rate 0.98% among 190,000 | AID 463193;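 active = percentage of spot-positive cells more than 3 SD above its plate mean, without a fluorescence outlier flag or 80% toxicity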;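 note: spot-positive cell cutoff set from DMSO-treated cells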
Lipid droplet – hepatic lipid droplet formation modulation; AML12 mouse hepatocytes, oleate lipid droplets, BODIPY imaging; inhibition, % at 6.5 µM; hit rate 0.4% among 240,000;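 active = lipid droplet intensity inhibited by at least 50%, with more than 500 cells counted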
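Technique: fluorescence imaging, 20x objective, two fields per well / Assay system: AML12 hepatocytes (mouse) / Measure: % inhibition of lipid droplet signal / Doses: 6.5 µM single-point dosing / Incubation: overnight exposure / Reagent: 100 µM oleic acid challenge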
bCat nuc transl – alters nuclear translocation of beta-catenin in HeLa cells. immunofluorescence imaging. AID 1665. hit rate 0.3% among 190,000. nuclear translocation activity, % at 5 µM;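 active = nuclear translocation activity above 50% at 5 µM, with a well cell count of 50 or more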;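 note: per-cell ratio of nuclear to cytoplasmic median beta-catenin stain intensity; plate controls were DMSO negative control for no effect and GSK-3 inhibitor IX positive control for full effect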
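Signal – beta-catenin immunofluorescence imaging with DAPI · Test system – human HeLa cell line · Dosing – 5 µM primary single dose, 0.1% DMSO, 0.02–20 µM confirmation series · Measure – % activation, nuclear-to-cytoplasmic median beta-catenin signal ratio per cell · Incubation – 24 h compound exposure at 37°C, 5% CO2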
Ins promoter up – MIN6 insulin promoter up-regulation; MIN6 insulin promoter-GFP reporter, high-content imaging; stronger effect = higher value; z-score at 5 µM; hit rate 0.3% among 190,000;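 active = z-score above 3 at 5 µM with at least 500 cells counted in the well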
Ins promoter up cell count – also measured in Ins promoter up; calls as there; cell count; measured here: cytotoxicity, nuclei count;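 total cells summed across four imaged fields per well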
Lipid droplet cells 6.5 µM – recorded beside Lipid droplet, whose call it bears; cell count; measured here: cell count, cytotoxicity flag;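 cells counted across two imaged fields per well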
bCat nuc transl cell count 5 µM – also measured in bCat nuc transl; calls as there; cell count; measured here: cell count, cytotoxicity flag
T cell modulator vesicle-bound % – further read-out of T cell modulator, marked with its call; double positive events, %; measured here: CD8+ vesicle-bound cell fraction;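 binding gate set so that unloaded-vesicle control wells show 10% double positive cells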
MT stabilizer Hoechst-high % – further read-out of MT stabilizer, marked with its call; % Hoechst-high responders; measured here: nuclear condensation Hoechst responders;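 share of cells brighter than vehicle mean plus two SD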
MT stabilizer cytotoxicity % – further read-out of MT stabilizer, marked with its call; toxicity, %; measured here: cytotoxicity by cell density;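 0% = mean cell density of plate MIN control wells and 100% = no cells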
Autophagy HCS cell loss 18 h – second read-out of Autophagy HCS, no call of its own (marks repeat the call); toxicity, %; measured here: cell loss, nuclei count;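 cell loss after 18 h compound exposure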
* hit, by the source's call; i = inactive; · = no result given. Cut-off read from the data, not from the text of the source, unless noted: active = inhibition above about 50%; inactive = the rest.

SMILES	PMI inhibition	MT stabilizer	MT stabilizer Hoechst-high %	MT stabilizer cytotoxicity %	TNAP activators	T cell modulator	T cell modulator vesicle-bound %	PMI inhibitors	Autophagy HCS	Autophagy HCS cell loss 18 h	Lipid droplet	Lipid droplet cells 6.5 µM	bCat nuc transl	bCat nuc transl cell count 5 µM	Ins promoter up	Ins promoter up cell count
O=c1[nH]c(SCCOc2ccccc2F)nc2ccccc12	-2%	2.6	1.6	6.0	1.1	i	35	7%	i	2	22	725	-1.4	1053	0.14	1377
C=C(C)COc1ccc2c(C)c(CC(=O)OC)c(=O)oc2c1C	3%	1.1	0.3	38	1	i	29	10%	i	16	-18	702	·	·	·	·
CC(C)=CC1C(C(=O)Nc2ccc(Br)cn2)C1(C)C (stereo not given)	8%	1.8	1.5	1.2	1	i	51	12%	i	15	-12	761	1.1	813	-0.18	1219
Cc1ccc(C(=O)N/N=C(/CC(=O)c2cccs2)C(F)(F)F)cc1	5%	2.1	2.1	0.8	1.4	i	28	0%	i	-3	-6	514	0.1	1072	-0.14	1442
CCOC(=O)C1=C(C)N(CCCC(=O)O)C(=O)NC1c1ccc(OC)cc1 (stereo not given)	5%	1.9	3.2	7.5	1.1	i	34	-5%	i	16	19	730	-4.6	544	0.23	1141
Cc1ccc(C(=O)NNc2c3ccccc3nc3ccccc23)cc1	·	·	·	·	·	i	15	·	·	·	1	688	-0.8	1322	-0.76	909
Cc1cc(NC(=O)c2sc(Nc3ccc(F)c(Cl)c3)nc2N)no1	-11%	6.9	3.4	4.3	1.1	i	23	-10%	i	8	2	715	-3.1	1083	-0.82	1031
CCSc1ncc(Cl)c(C(=O)Nc2ccc(S(=O)(=O)Nc3onc(C)c3C)cc2)n1	-6%	3.5	1.4	9.0	1.1	i	31	5%	i	-5	15	681	·	·	-0.09	1381
CC(=O)Nc1ccc(/C=N/NC(=O)c2cccc(S(=O)(=O)N3CCOCC3)c2)cc1	25%	3.4	3.8	8.5	1.1	i	51	0%	i	-8	9	637	2.1	505	0.11	1246
COc1cc(/C=C/C(=O)O)cc(S(=O)(=O)Nc2ccccc2Cl)c1OC	-19%	2.2	2.8	9.8	1.1	i	42	-18%	i	-15	6	647	-2.5	506	0.01	1456
CCc1nc2ccccc2n1CC(=O)N1CCN(Cc2ccccc2)CC1	8%	1.9	1.7	2.9	1.1	i	32	4%	i	1	3	730	-0.1	1058	-0.47	1202
CC(C)n1c(NCCc2ccccc2)nc2c1c(=O)n(C)c(=O)n2C	14%	3.4	2.4	6.1	1.1	i	22	8%	i	11	-5	712	-2.1	1235	-0.11	943
COC(=O)c1noc(-c2ccc(C)cc2)n1	-8%	2.5	1.2	11	1	i	22	-7%	i	3	22	790	·	·	-0.57	998
N#Cc1c(/N=C/C=C/c2ccccc2)sc2c1CCCC2	11%	3.7	1.3	3.1	0.9	·	·	26%	i	15	·	·	-0.1	1381	1.4	1455
Cc1cccc(-c2nnc(-c3ccc(N)cc3)o2)c1	11%	3.4	3.3	1.9	1.1	i	58	8%	i	18	-14	676	·	·	·	·
CC(=O)C1=C(C)NC2(O)c3ccccc3C(=O)C12O (stereo not given)	48%	4.9	2.5	11	0.9	i	49	6%	i	-9	-10	658	-0.4	918	0.8	1688
CCOC(=O)C1=C(c2ccccc2)Nc2ncnn2C1c1cccc(O)c1 (stereo not given)	·	·	·	·	·	i	23	·	·	·	2	754	-0.3	1327	-0.23	1172
Cc1ccc(NC(=O)COC(=O)CNC(=O)c2ccc(Br)cc2)c(C)c1	12%	4.8	2.5	4.4	1	·	·	9%	i	-1	0	729	-0.7	991	1.1	1306
COc1ccc(CCNC(=O)c2cccs2)cc1OC	-8%	5.3	2.3	8.6	1.2	i	27	-6%	i	10	2	676	-0.9	1071	0.34	1635
O=C(COC(=O)c1ccncc1)c1ccccc1	-1%	3.6	2.5	12	1	i	20	-3%	i	-3	13	677	-1.6	1090	0.39	1175
CCOC(=O)N1CCN(C(=O)C2CCN(S(=O)(=O)c3ccc(C)cc3)CC2)CC1	8%	1.7	1.0	7.8	1	i	26	10%	i	1	-3	803	-4.1	1099	0.31	888
Cc1sc(N2C(=O)C3C(C2=O)[C@H]2C=C[C@@H]3C2)c(C#N)c1C (stereo not given in full)	·	·	·	·	·	i	55	·	·	·	31	771	0.2	1275	-0.3	1041
COCCN(C(=O)COc1ccccc1)c1nnc(-c2cccnc2)s1	8%	3.0	1.6	0.4	1.1	i	22	7%	i	-5	·	·	1.9	1097	0.29	1241
O=C1CCC(C(=O)NCc2cccnc2)N1 (stereo not given)	4%	2.1	1.2	4.5	1	i	24	7%	i	-1	-7	763	-1.2	1165	0.68	1201
O=C(/C=C/c1ccccc1[N+](=O)[O-])NCC1CCCO1 (stereo not given)	4%	1.3	2.1	9.5	1.1	i	57	16%	i	-3	0	639	-0.5	959	0.75	1367
COCCNC(=S)N/N=C/c1ccccc1C(=O)O	1%	1.4	1.5	9.3	1.1	i	42	4%	i	0	-1	755	·	·	-0.07	887
CCOCCCNC(=S)Nc1ccc2nc(N3CCCC3)cc(C)c2c1	50%*	1.6	3.6	6.4	1	i	50	20%	i	-10	0	657	3.0	494	0.67	1286
O=S(=O)(CCN1C=CC(C(F)(F)F)=NCC1)c1ccc(F)cc1	·	·	·	·	·	i	49	·	·	·	-3	777	-4.9	1180	0.08	1456
CC1CC(C)CN(S(=O)(=O)c2ccc3c(c2)oc(=O)n3CC(=O)NCc2cccnc2)C1 (stereo not given)	·	·	·	·	·	i	27	·	·	·	-6	738	1.1	1349	-0.89	1087
CC1(C)Cc2c(cnn2-c2ccccc2)C(=O)/C1=N\NC(=O)c1ccccc1N	-12%	1.0	1.4	8.3	1.2	i	5	-15%	i	-9	1	759	·	·	-0.1	898
CC(C)NC(=O)c1cc2cc([N+](=O)[O-])ccc2s1	1%	2.4	1.0	4.9	1	i	55	-9%	i	1	·	·	2.0	1398	-1.1	1286
CCN1C(=O)C2(SC(NC(C)=O)=NN2C(C)=O)c2cc(C)cc(C)c21 (stereo not given)	-12%	3.4	1.6	3.2	1.1	i	46	4%	i	20	0	537	1.2	936	0.95	1325
O=C(N/C(=C/c1cccs1)C(=O)N1CCCCCC1)c1ccccc1	5%	3.7	1.5	2.4	1.1	i	54	1%	i	-14	-19	756	·	·	·	·
CCN1CCN(C(c2cccs2)C(C)NC(=O)C(C)C)CC1 (stereo not given)	-10%	2.9	2.5	6.5	1.1	i	16	-7%	i	-5	-5	716	-3.9	1281	0.01	1307
Cc1cccc(OCCCC(=O)Nc2nccs2)c1	4%	4.2	2.4	8.3	1.1	i	55	5%	i	11	·	·	-0.4	1148	0.8	1266
O=C(CNC(=O)c1cnccc1C(F)(F)F)c1cccc(Cl)c1	·	·	·	·	·	i	36	·	·	·	19	748	-2.5	1170	0.46	1412
Cc1cccc(CCNS(=O)(=O)c2ccc(S(=O)(=O)N3CCCCC3)cc2)c1	7%	3.0	1.8	6.0	1.1	i	6	7%	i	-3	6	816	2.8	947	0.5	889
CC(C)c1cc(=O)oc2c3c4c(cc12)CCCN4CCC3	-12%	5.4	2.2	3.8	1.4	i	21	-33%	i	-1	·	·	-3.6	974	·	·
COc1ccc(Cn2nnnc2C(c2ccc(N(C)C)cc2)N2CCC(C)CC2)cc1 (stereo not given)	21%	2.2	2.4	5.9	1	i	58	22%	·	·	·	·	-3.8	1453	-1.3	653
COc1ccccc1N1CCN(C(=O)CSc2ncccc2-c2nc3ccccc3[nH]2)CC1	-25%	1.3	1.3	8.9	1.2	·	·	-6%	i	-5	-10	737	·	·	-1	956
CCc1ccccc1NC(=S)N(CCCN1CCN(C)CC1)Cc1cccs1	-3%	2.5	1.6	20	1.1	i	49	-8%	i	1	8	733	0.2	1057	-0.62	1218
CC(C)c1onc(C(=O)N2CCCCC2C)c1[N+](=O)[O-] (stereo not given)	5%	4.3	1.3	9.4	1	i	5	13%	i	-11	-18	605	-2.0	1134	·	·

Of the compounds above, five have an aryl methoxy group:
SMILES	PMI inhibition	MT stabilizer	MT stabilizer Hoechst-high %	MT stabilizer cytotoxicity %	TNAP activators	T cell modulator	T cell modulator vesicle-bound %	PMI inhibitors	Autophagy HCS	Autophagy HCS cell loss 18 h	Lipid droplet	Lipid droplet cells 6.5 µM	bCat nuc transl	bCat nuc transl cell count 5 µM	Ins promoter up	Ins promoter up cell count
CCOC(=O)C1=C(C)N(CCCC(=O)O)C(=O)NC1c1ccc(OC)cc1 (stereo not given)	5%	1.9	3.2	7.5	1.1	i	34	-5%	i	16	19	730	-4.6	544	0.23	1141
COc1cc(/C=C/C(=O)O)cc(S(=O)(=O)Nc2ccccc2Cl)c1OC	-19%	2.2	2.8	9.8	1.1	i	42	-18%	i	-15	6	647	-2.5	506	0.01	1456
COc1ccc(CCNC(=O)c2cccs2)cc1OC	-8%	5.3	2.3	8.6	1.2	i	27	-6%	i	10	2	676	-0.9	1071	0.34	1635
COc1ccc(Cn2nnnc2C(c2ccc(N(C)C)cc2)N2CCC(C)CC2)cc1 (stereo not given)	21%	2.2	2.4	5.9	1	i	58	22%	·	·	·	·	-3.8	1453	-1.3	653
COc1ccccc1N1CCN(C(=O)CSc2ncccc2-c2nc3ccccc3[nH]2)CC1	-25%	1.3	1.3	8.9	1.2	·	·	-6%	i	-5	-10	737	·	·	-1	956
